High-throughput results deposited in PubChem by several laboratories.
TNAP inh no acc = human TNAP enzyme inhibitors, primary screen, biochemical, luminescent, no phosphate acceptor, uHTS; Alkaline phosphatase, tissue-nonspecific isozyme (Homo sapiens), P05186; purified TNAP, CDP-star luminescence, 30 min; inhibition, % at 20 µM; AID 1012, 2008; 0.26% of 200,000 active;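 active = tissue-nonspecific alkaline phosphatase inhibition above about 50% at 20 µM in the single-dose screen, limit read from the data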;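 also: 0% = DMSO negative control and 100% = EDTA positive control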
Target sequence (P05186 whole entry, looked up): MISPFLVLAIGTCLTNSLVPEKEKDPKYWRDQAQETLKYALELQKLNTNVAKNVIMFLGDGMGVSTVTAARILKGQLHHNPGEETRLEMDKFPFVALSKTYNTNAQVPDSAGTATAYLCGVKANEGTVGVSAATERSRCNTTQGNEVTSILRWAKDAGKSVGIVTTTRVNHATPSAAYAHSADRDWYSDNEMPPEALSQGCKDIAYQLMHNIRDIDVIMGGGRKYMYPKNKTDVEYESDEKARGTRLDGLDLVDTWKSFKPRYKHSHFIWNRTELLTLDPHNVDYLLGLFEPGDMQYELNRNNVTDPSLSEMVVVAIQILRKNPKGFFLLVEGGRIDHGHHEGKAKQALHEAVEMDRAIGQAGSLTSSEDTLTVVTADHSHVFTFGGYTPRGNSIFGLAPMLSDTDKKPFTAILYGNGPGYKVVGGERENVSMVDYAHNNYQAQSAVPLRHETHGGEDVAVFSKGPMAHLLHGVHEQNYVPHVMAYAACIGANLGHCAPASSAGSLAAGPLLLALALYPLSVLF
TNAP act hi DEA = TNAP activators at high phosphate acceptor level, primary screen, biochemical, luminescence, uHTS; Alkaline phosphatase, tissue-nonspecific isozyme (Homo sapiens), P05186; purified TNAP, CDP-star luminescence, 1 M DEA, 30 min; stronger effect = higher value; 0 = EDTA background, 1 = DMSO-only activity; activation factor at 20 µM; 200,000 tested, under 10 active; AID 1136, 2008;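 active = activation factor at least 2 at 20 µM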
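Measured by: Luminescent substrate turnover signal | Test system: Human TNAP | Input: TNAP 1/800 final | Dosing: 20 µM single point | Schedule: 30 min, room temperature | Controls: EDTA wells as negative control, DMSO wells as positive control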
Diaph inh CS = diaphorase inhibitors and chemical oxidizers, primary screen, counter-screen for diaphorase-coupled primary assays, biochemical, uHTS, resorufin fluorescence; diaphorase resazurin-to-resorufin fluorescence, NADH, 16 min; bacterial (C. kluyveri) enzyme, not human; inhibition, % at 20 µM; 0.69% of 190,000 active; AID 1217, 2008;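 active = primary screen inhibition at 20 µM above a set limit, cut at about 50% in these data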;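 also: plate controls were DMSO with full reaction for no effect and wells lacking NADH for full effect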
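material = Clostridium kluyveri diaphorase enzyme | amount = 0.14 U/mL diaphorase, enzyme working solution | schedule = incubation 16 min, room temperature | detection = fluorescence of resorufin formed from resazurin, Ex 544/Em 590 nm | benchmarks = positive control minus NADH, DMSO neutral control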
TNAP inh hiacc = human TNAP enzyme inhibitors, primary screen, biochemical, luminescent, high phosphate acceptor level, uHTS; Alkaline phosphatase, tissue-nonspecific isozyme (Homo sapiens), P05186; purified TNAP, CDP-star luminescence, 1 M DEA; inhibition, % at 20 µM; 0.03% of 200,000 active;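 active = over 50% inhibition of tissue-nonspecific alkaline phosphatase at 20 µM in the single-dose screen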;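 also: plate controls were DMSO wells for no effect and EDTA-quenched wells as full inhibition for full effect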
L major viab = Leishmania major promastigote growth inhibition, primary screen; Leishmania major promastigotes, resazurin fluorescence viability; inhibition, % at 10 µM; 9% of 200,000 active; in the data active = inhibition above about 50%;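 also: promastigotes grown with compound for 44 hours at 28 °C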
Diaph act CS = compounds boosting diaphorase resazurin reduction – biochemical, uHTS, resorufin fluorescence, counter-screen for diaphorase-coupled primary assays, primary screen; 0.005% of 190,000 active; Diaphorase/resazurin coupled assay, 16 min; stronger effect = higher value; 1 = vehicle wells, 0 = NADH-free wells; activation factor at 20 µM;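 active = diaphorase activity raised at least twofold by the compound at 20 µM; inactive = activation factor below 2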
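Material: purified diaphorase enzyme from Clostridium kluyveri / Medium: HEPES pH 7.4 buffer with MgCl2 and Tween 20 / Schedule: enzyme reaction of 16 min at room temperature / Measured by: resorufin fluorescence, excitation 544 nm, emission 590 nm / Evaluation: rise in resorufin formation, marking diaphorase activation or chemical reduction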
PMI act = activators of human PMI, primary screen, biochemical, fluorescence intensity, near-Km mannose 6-phosphate; purified human PMI, coupled resazurin fluorescence, 20 min; stronger effect = higher value; 1 = vehicle control, 0 substrate-free wells; AID 1214, 2008; 0.005% of 190,000 active; activation factor at 20 µM;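 active = activation factor of 2 or more at 20 µM, relative to plate controls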
Target sequence (P34949 whole entry, looked up): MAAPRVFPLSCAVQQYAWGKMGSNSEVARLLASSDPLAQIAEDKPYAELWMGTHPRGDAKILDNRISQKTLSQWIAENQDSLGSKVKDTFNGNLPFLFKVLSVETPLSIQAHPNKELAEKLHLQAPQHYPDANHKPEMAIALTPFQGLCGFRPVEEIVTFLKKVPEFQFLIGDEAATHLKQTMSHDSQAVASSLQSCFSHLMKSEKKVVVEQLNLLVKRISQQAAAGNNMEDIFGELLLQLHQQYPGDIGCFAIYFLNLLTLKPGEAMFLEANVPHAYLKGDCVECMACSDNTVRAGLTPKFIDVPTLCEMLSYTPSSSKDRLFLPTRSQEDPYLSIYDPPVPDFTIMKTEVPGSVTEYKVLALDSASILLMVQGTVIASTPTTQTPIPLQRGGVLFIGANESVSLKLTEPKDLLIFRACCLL
bIAP activator = bovine intestinal alkaline phosphatase activators, primary screen, biochemical, bovine IAP, CDP-star luminescence; purified bovine IAP, 30 min; stronger effect = higher value; fold of DMSO-control signal, blank-subtracted; activation factor at 20 µM; 0.17% of 200,000 active;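 active = activation factor of 2 or more at 20 µM, a signal rise over negative controls twice the positive control's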
PMI act satM6P = human PMI activators, high substrate, primary screen, biochemical, fluorescence intensity, near-saturating mannose 6-phosphate. Mannose-6-phosphate isomerase (Homo sapiens), P34949. coupled PMI enzyme assay, resazurin fluorescence, 20 min; stronger effect = higher value; 1 = untreated enzyme, 0 = substrate-free blank. activation factor at 20 µM. 0.34% of 190,000 active;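 active = activation factor of 2 or more at 20 µM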
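Test system: human PMI in coupled enzyme assay; Input: PMI at 15 ng/mL final; Medium: HEPES buffer, pH 7.4; Schedule: 20 min incubation at room temperature; Technique: resorufin fluorescence at Ex 544/Em 590 nm; Compound: 20 µM single dose; Probe or stimulus: Near-saturating mannose-6-phosphate, 1.0 mM.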
bIAP inh = bovine intestinal alkaline phosphatase inhibitors, primary screen, selectivity assay for TNAP inhibitor project, biochemical, bovine IAP, CDP-star luminescence; alkaline phosphatase, intestinal [Bos taurus]; inhibition, % at 20 µM; purified bovine IAP, 30 min; 190,000 tested, under 10 active; AID 1019, 2008;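 active = over 50% inhibition of intestinal alkaline phosphatase at 20 µM in the single-dose screen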
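Assay system – bovine IAP enzyme · Quantity – bovine IAP at 1/65,000,000 final dilution · Detection – CDP-star luminescence signal · Times – 30 min reaction at room temperature · Also added – CDP-star substrate at 30 µM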
Starred values were filed as active, the others as inactive; & = joins results of further samples.

Second line of a record: Diaph inh CS	bIAP activator	L major viab	TNAP inh hiacc	PMI act	Diaph act CS	bIAP inh	TNAP act hi DEA	PMI act satM6P	TNAP inh no acc
> Cc1ccc2nc(N(CCCN(C)C)C(=O)CCc3ccccc3)sc2c1
    4	0.9	66*	-4	0.9	1	5	1	1	-4
> C=CCSC1=N/C(=C\c2ccsc2)C(=O)S1
    10	0.7	-8	-1	1	0.9	31	1	1	12
> COc1ccc(-c2nnnn2C)cc1S(=O)(=O)NCc1ccccc1
    9	0.9	-8	-5	0.9	0.9	12	1.1	1	-7
> CCOC(=O)C1=C(c2cccc(Oc3ccccc3)c2)NC(=S)NC1C (stereo unspecified)
    6	0.7	43	-4	0.6	0.9	26	1	0.8	0
> COc1ccccc1N1CCN(C(=O)c2ccc(C(C)(C)C)cc2)CC1
    15	1	11	-8	0.9	0.9	1	1.1	0.9	-12
> O=C(Nc1nnc(-c2ccncc2)o1)c1ccccc1F
    -5	1.1	-8	-4	1.1	1	-11	1	1.1	4
> O=C(N/N=C/c1c[nH]c2ccccc12)C1CC1(c1ccccc1)c1ccccc1 (stereo unspecified)
    25	0.8	17	-6	0.8	0.8	17	1.1	0.9	-8
> CCc1ccc(NC(=O)c2cc(C)on2)cc1
    9	0.9	-1	-1	0.9	0.9	6	1	1	-14
> Cc1ccc(C)c(-n2c(C)cc(/C=N/NC(=O)c3c(C)nc4cc(C)ccn34)c2C)c1
    -14	0.9	16	-5	1.2	1.1	14	1.1	1	-8
> Nc1nc2ccc(OC(F)(F)F)cc2s1
    14&12	0.8&0.9	1	-3&-6	1&1	0.9&0.9	18&13	1&1.1	1&1	-6&-5
> CC(C)CCn1c(N2CCN(Cc3ccccc3)CC2)nc2c1c(=O)[nH]c(=O)n2C
    22	1	-3	-8	0.9	0.8	-1	1.1	0.9	-6
> O=C(CN1C(=O)C2(OCCCO2)c2ccccc21)NCc1ccccc1
    3	1	-6	2	1	1	-2	1	1	-9
> CN(C)c1nc(N)nc(Cn2nnc(-c3ccc(C(F)(F)F)cc3)n2)n1
    7	1.1	-9	1	1.1	0.9	-7	1	1.1	-9
> O=C(O/N=C1/CCSc2ccccc21)c1ccc(F)cc1
    14	1	-2	-5	1	0.9	3	1.1	1	-12
> Cc1onc(-c2ccccc2Cl)c1C(=O)OCN1C(=O)c2ccccc2C1=O
    30	0.9	-4	-2	0.9	0.7	9	1	0.9	-3
> COc1ccccc1N1CCN(C(=O)c2oc3ccc(F)cc3c2C)CC1
    12	1.1	1	4	0.8	0.9	-14	1	0.9	-8
> CCCn1c(=S)[nH]c2cc(OC)c(OC)cc2c1=O
    12	0.9	1	-2	0.9	0.9	9	1	0.9	-9
> CCn1cc(C(=O)N(CCCN2CCOCC2)Cc2ccco2)c(=O)c2ccc(C)nc21
    -3	1.1	-10	-2	1	1	-7	1	1	1
> Cc1ccc(SCc2ccc(C(=O)Nc3cccc([N+](=O)[O-])c3C)cc2)cc1
    7	0.9	-2	-2	0.9	0.9	11	1	0.9	-3
> O=c1nc2scc(-c3ccccc3)n2c2ccccc12
    9	0.9	0	-7	1.1	0.9	11	1.1	1	-14

(list continues)
Second line of a record: Diaph inh CS	bIAP activator	L major viab	TNAP inh hiacc	PMI act	Diaph act CS	bIAP inh	TNAP act hi DEA	PMI act satM6P	TNAP inh no acc
> O=C(Nc1sc2c(c1C(=O)NCc1ccco1)CCCC2)c1ccc2c(c1)OCO2
    30	1.1	3	-2	0.9	0.7	-10	1	1.1	-14
> CCCCN(C(=O)CSc1nnc2ccccn12)c1c(N)n(Cc2ccccc2)c(=O)[nH]c1=O
    3	0.5	3	-3	1	1	49	1	1	-8
> CC(=O)c1c(N2CCOCC2)nc(=S)n(-c2ccccc2)c1C
    32	0.9	-1	-1	0.9	0.7	13	1	0.9	-14
> CC(NC(=O)CSc1nc2ccccc2c(=O)[nH]1)c1ccccc1 (stereo unspecified)
    3	0.9	-4	-5	1.1	1	7	1	1.2	-3
> COc1ccccc1NC(=O)C1=C(C)NC(SCC(=O)c2ccccc2)=C(C#N)C1c1ccco1 (stereo unspecified)
    36	0.9	26	-2	1	0.6	13	1	1.2	-9
> CCCOc1ccc(C2NC(=S)NC(c3ccccc3)=C2C(=O)Nc2ccc(C)cc2)cc1OC (stereo unspecified)
    16	0.9	13	1	0.9	0.8	5	1	1	0
> Cc1nn(Cc2c(Cl)cccc2Cl)c(C)c1NC(=O)c1sc2ccccc2c1Cl
    -2	1	19	-5	1	1	4	1	1	-1
> CCN(CC(=O)N1CCN(C)CC1)S(=O)(=O)c1ccc(Cl)cc1
    0	0.9	-4	0	1	1	6	1	1	-7
> COc1ccc(Cl)cc1NC(=O)c1ccccc1C
    6	0.9	-1	-5	1.1	0.9	6	1	1.1	-6
> CCOc1cc(NC(=O)C2CC2)c(OCC)cc1NC(=O)c1ccccn1
    11	0.9	-2	-1	0.9	0.9	5	1	1	-4
> COc1ccc(Oc2nc3c(c(=O)n(C)c(=O)n3C)n2Cc2cccc(OC)c2)cc1
    3	0.9	4	-4	1.1	1	10	1	1.1	-2
> N#CCSc1nc2ccccc2c(=O)n1-c1ccccc1
    12	0.9	4	0	0.8	0.9	14	1	0.9	-6
> CCN(CC)C(=O)CCNS(=O)(=O)c1ccc(C)cc1
    6	0.9	-4	2	0.9	0.9	7	1	0.9	-6
> CNC(=S)N1N=C(c2ccccc2)CC1c1ccc(OC)c(OC)c1 (stereo unspecified)
    8	0.9	3	-1	0.9	0.9	7	1	1.1	-8
> O=C1C=C(NNC(=O)c2ccccc2Br)CCC1
    10	0.9	-4	-9	1.1	0.9	8	1.1	1	-5
> Cn1cnnc1SCC(=O)Nc1ccc(Cl)c(S(=O)(=O)N2CCOCC2)c1
    -2	1	-1	-3	1.1	1	-1	1	1.2	-4
> COC(=O)COc1ccc(S(=O)(=O)N2CCCCC2)cc1[N+](=O)[O-]
    1	1	1	1	1	1	-2	1	1	-7
> N#CCCCCn1c(-c2cncs2)nc2ccccc21
    -6	0.9	15	-6	1	1.1	8	1.1	1	-2
> O=C(CCn1cnc2ccccc2c1=O)Nc1cccc(Cl)c1
    14	1	2	-1	0.9	0.9	2	1	0.9	-6
> Cc1cc(F)ccc1S(=O)(=O)Nc1c(C)n(C)n(-c2ccccc2)c1=O
    14	0.9	-6	-4	0.9	0.9	13	1	0.9	-13

More compounds follow:
Second line of a record: Diaph inh CS	bIAP activator	L major viab	TNAP inh hiacc	PMI act	Diaph act CS	bIAP inh	TNAP act hi DEA	PMI act satM6P	TNAP inh no acc
> Cc1nnc(N(C)C(=O)c2cnccn2)s1
    22	1	-5	-8	0.9	0.8	3	1.1	1	-14
> CN(C)c1cc[n+](CC(=O)c2ccc(Br)cc2)cc1
    1	0.8	3	2	1	1	22	1	1.1	-6
> COc1cccc(C2C(C(=O)Nc3ccccc3)=C(C)N=c3s/c(=C/c4ccc(OCC(=O)O)cc4)c(=O)n32)c1 (stereo unspecified)
    14	1.1	41	8	1.1	0.9	-10	0.9	1.1	-3
> CC(C)(O)/C=C1/Oc2ccccc2C1N1CCCCC1 (stereo unspecified)
    23	1	-3	-9	1	0.8	-4	1.1	0.9	-11
> O=C(CNC(=O)c1ccco1)OCC(=O)c1ccc(Cl)cc1
    -12	1.4	-8	-5	1	1.1	-39	1.1	1	-10
> Cc1ccc(S(=O)(=O)N2CCOCC2)cc1NC(=O)CN1CCC(Cc2ccccc2)CC1
    25	1.1	23	-2	0.8	0.8	-12	1	0.9	-12
> CCN(CCNC(=O)C1CCN(S(C)(=O)=O)CC1)c1ccccc1
    7	0.9	0	0	0.9	0.9	10	1	0.9	-16
> CCC(NC(C)C)C(O)c1ccc(O)c(O)c1 (stereo unspecified)
    59*	1.1	7	6	0.4	0.4	-13	0.9	0.4	39
> CCCCOc1ccccc1NC(=O)c1ccco1
    11	0.7	15	-1	1	0.9	34	1	0.9	-19
> COC(=O)c1sc2ccccc2c1C(=O)OC
    3	0.9	-1	-3	1.1	1	10	1	1.2	-2
> Cn1c(SCc2nc3ccccc3s2)nnc1-c1ccc2c(c1)OCO2
    9	0.9	-7	-2	0.9	0.9	10	1	1	-11
> COc1ccc(Cc2noc(CN3CCN(Cc4cccc(Cl)c4)CC3)n2)cc1OC
    12	1.1	5	-6	0.9	0.9	-12	1.1	1	-4
> Cc1cccc(OCC(=O)N/N=C/c2ccccc2C(=O)O)c1
    4	1.1	-6	-3	1	1	-10	1	0.9	-8
> COc1ccccc1NC(c1cccnc1)c1ccc2cccnc2c1O (stereo unspecified)
    41	0.8	3	-5	0.5	0.6	20	1	0.5	-42
> c1ccc2[nH]c(CSc3nc4ccccc4o3)nc2c1
    4	1.3	8	-3	0.9	1	-26	1	0.9	-22
> O=C(/C=C/c1ccc(Cl)cc1)NCCN1CCOCC1
    2	0.9	9	1	1.1	1	6	1	1	5
> CN(Cc1cn(C)nc1-c1ccc(Oc2ccccc2)cc1)CC1COCCO1 (stereo unspecified)
    -13	1	85*	-3	0.9	1.1	2	1	1.1	-5
> CCOC(=S)N/C(=N\S(=O)(=O)c1ccc(C)cc1)c1ccccc1
    8	0.9	-9	1	0.8	0.9	6	1	1	-10
> CCn1c(SCc2ccccc2Cl)nc2ccccc21
    18	0.8	10	-9	1	0.8	25	1.1	0.9	-14
> O=C(Cc1ccccc1)Nc1ccccc1N1CCN(c2ccccc2)CC1
    4	0.9	8	-11	0.9	1	9	1.1	1	-9
> CC1Cc2ccccc2N1CC(=O)NCc1ccccc1Cl (stereo unspecified)
    4	0.9	5	-3	1	1	5	1	1.1	-6

Single records, from the list above. Order of values: Diaph inh CS	bIAP activator	L major viab	TNAP inh hiacc	PMI act	Diaph act CS	bIAP inh	TNAP act hi DEA	PMI act satM6P	TNAP inh no acc
O=C(CNC(=O)c1ccco1)OCC(=O)c1ccc(Cl)cc1 is entered as -12	1.4	-8	-5	1	1.1	-39	1.1	1	-10
CCCCN(C(=O)CSc1nnc2ccccn12)c1c(N)n(Cc2ccccc2)c(=O)[nH]c1=O is entered as 3	0.5	3	-3	1	1	49	1	1	-8
